Compound activity: PubChem, National Center for Advancing Translational Sciences (NCATS)
G9a block = inhibitors of human histone lysine methyltransferase G9a. AID 504332. Potency, µM (doses to about 102 µM), for the others: at the highest dose activity, negative = inhibition, actives largely listed as inhibitors. G9a H3K9 monomethylation, AlphaScreen, 2 h. 350,000 compounds, 8.8% hits; also: potency is read from the fitted curve at half-maximal effect; % is scaled to controls: 0 for no effect and ±100 for the full control effect; nearly all actives have a fitted effect of over 75% in size
Target sequence (Q96KQ7 913-1193 limits assumed): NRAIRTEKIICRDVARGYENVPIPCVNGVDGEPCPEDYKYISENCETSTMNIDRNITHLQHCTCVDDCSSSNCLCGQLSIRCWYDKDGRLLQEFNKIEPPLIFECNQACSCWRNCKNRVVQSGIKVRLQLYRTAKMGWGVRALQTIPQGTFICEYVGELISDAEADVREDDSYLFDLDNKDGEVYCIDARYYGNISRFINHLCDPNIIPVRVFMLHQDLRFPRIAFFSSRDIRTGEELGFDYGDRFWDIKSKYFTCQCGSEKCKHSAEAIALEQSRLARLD
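Enzyme 20 nM + cpd, 15 min RT; add b-H3K9 pep 500 nM / SAM 20 uM; 2 h RT; anti-H3K9me1 Ab 0.5 ug/mL + SA donor / anti-rabbit acceptor beads 20 ug/mL each, 10 min; AlphaScreen read.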
PGK inhibitor = blocks T. brucei phosphoglycerate kinase; PGK/GAPDH coupled, Kinase-Glo luminescence, 60 min; 380,000 compounds, 0.043% hits; AID 602233; P07378; Potency, µM (top dose mostly 57.5 µM), inactives show top-dose activity change, negative = inhibition, usual class: inhibitors; also: potency is read from the fitted curve at half-maximal effect; % is scaled to controls: 0 for no effect and ±100 for the full control effect; nearly all actives have a fitted effect of over 60% in size
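Luminescent ATP detection (Kinase-Glo Plus) follows a 60-minute room-temperature incubation, with wells lacking PGK as controls. Buffer: 100 mM TEA (pH 7.6), 5 mM MgCl2, 0.01% Tween-20. Coupling enzyme GAPDH (100 nM final) supplies unstable 1,3-BPG in-well.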
Pin1 inh = blocks the human prolyl isomerase Pin1 | Potency, µM (titrated, usually from 115 µM), without a hit: top-dose activity, negative = inhibition, usual class: inhibitors | Pin1 FP peptide displacement, HiFluor488, 10 min | 390,000 compounds, 0.009% hits | Q13526; active = well fitted inhibition curve with a large enough effect in the polarisation, with a control signal flat, not every such curve was filed as active; inconclusive = small, poorly fitted or top-dose-only effect, or effect the other way, or a change in a side signal; inactive = no such curve, though single readings can be large or run the other way; the % refers to the polarisation; also: potency is read from the fitted curve at half-maximal effect; % is scaled to controls: 0 for no effect and ±100 for the full control effect
Target sequence (Q13526 whole entry, looked up): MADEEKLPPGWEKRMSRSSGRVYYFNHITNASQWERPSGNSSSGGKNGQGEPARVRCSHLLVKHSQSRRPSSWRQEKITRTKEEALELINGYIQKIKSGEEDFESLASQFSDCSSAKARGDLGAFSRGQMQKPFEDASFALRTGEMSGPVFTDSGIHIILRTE
GLS inhibitor = glutaminase GLS (human) inhibition. O94925. GLS enzymatic activity, qHTS titration. Potency, µM (highest dose often 45.5 µM), for the others: at the highest dose activity change, negative = inhibition, hits mostly inhibitors. 410,000 compounds, 0.21% hits. AID 624170; also: potency is read from the fitted curve at half-maximal effect; % is scaled to controls: 0 for no effect and ±100 for the full control effect
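Coupled fluorescence readout: glutamate oxidase/HRP/Amplex Red detect glutamate formed by hKGA from L-glutamine (1 mM solution added). Buffer 45 mM KH2PO4 pH 8.2, 0.02% Tween-20; reads at t0 and 30 min RT.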
ERG Ets-DNA blk = inhibitors of human ERG Ets domain-DNA interaction; fluorescence polarization, His-ERG Ets domain / labelled DNA; 370,000 compounds, 0.028% hits; AID 624246; Potency, µM (titrated, usually from 76.9 µM), inactives show at the highest dose FP activity, negative = inhibition, most hits filed as inhibitors; P11308; active = well fitted inhibition curve with a large enough effect in the polarisation, with a control signal flat; inconclusive = small, poorly fitted or top-dose-only effect, or effect the other way, or a change in a side signal; inactive = no such curve, though single readings can be large or run the other way; the % refers to the polarisation;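 also: polarization taken with two DNA probes labelled with fluorescein and Texas red; potency is read from the fitted curve at half-maximal effect; % of control where 0% means no effect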
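His-tagged ERG Ets domain (1 uM in the protein solution; 300mM KCl, 50mM Tris-HCl, 1mM EDTA, 1mM DTT, pH 7.5) received compound, then a probe mix of 5 nM fluorescein-DNA and 100nM Texas-615-DNA. Fluorescence polarization was read for both dyes.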
BAZ2B inh = inhibitors of human BAZ2B bromodomain; AID 504333; Q9UIF8; AlphaScreen BAZ2B-H3K14Ac peptide displacement; Potency, µM (series often up to 114 µM), inactives show at the top dose activity change, negative = inhibition, actives largely listed as inhibitors; 360,000 compounds, 4.4% hits; also: potency is read from the fitted curve at half-maximal effect; % is scaled to controls: 0 for no effect and ±100 for the full control effect; nearly all actives have a fitted effect of over 60% in size
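Multi-concentration screen (max 110 uM) measuring displacement of acetylated histone H3 peptide from BAZ2B by AlphaScreen, using 50 nM protein, 50 nM peptide and 10 ug/mL streptavidin donor plus Ni-chelate acceptor beads.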
PI4K2A inh = PI4K2A (human) kinase inhibition; purified PI4K2A, ADP-Glo luminescence, 1 h; stronger effect = lower value; Q9BTU6; 420,000 compounds, 0.13% hits; activity change, negative = inhibition, % at 76.9 µM; in the data active = activity change below about -50%; inconclusive = mostly about -30% to -49%;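 also: -100% = wells without enzyme as full effect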
Target sequence (Q9BTU6 whole entry, looked up): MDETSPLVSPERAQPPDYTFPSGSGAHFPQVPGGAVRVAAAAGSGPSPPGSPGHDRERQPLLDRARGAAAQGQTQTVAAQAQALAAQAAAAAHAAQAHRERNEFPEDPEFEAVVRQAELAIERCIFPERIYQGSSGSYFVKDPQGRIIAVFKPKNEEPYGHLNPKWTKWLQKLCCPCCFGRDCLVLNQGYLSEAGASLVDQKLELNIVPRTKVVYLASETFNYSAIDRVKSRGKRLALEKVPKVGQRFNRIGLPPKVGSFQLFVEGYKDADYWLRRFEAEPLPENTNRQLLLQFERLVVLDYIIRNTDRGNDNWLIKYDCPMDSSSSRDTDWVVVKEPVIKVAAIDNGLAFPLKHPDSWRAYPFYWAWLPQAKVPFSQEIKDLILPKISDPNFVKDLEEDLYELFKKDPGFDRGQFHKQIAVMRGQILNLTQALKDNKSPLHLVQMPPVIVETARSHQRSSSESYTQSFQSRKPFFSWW
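ADP-Glo luminescence measured ADP generated by PI4K2A enzyme (4 ug/mL before mixing) with 1.2 mM PI substrate (pre-mix) and 300 microM ATP (pre-mix). Tris pH7.5 buffer with MgCl2, Triton X-100; 1 h reaction at ambient temperature.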
HP1b chromo inh = HP1-beta chromodomain-methylated histone interaction inhibition; Potency, µM (doses to about 114 µM), for inactives: top-dose activity change, negative = inhibition, most hits filed as inhibitors; AlphaScreen HP1-beta / biotin-H3K9me3 peptide binding; P83916; 390,000 compounds, 0.56% hits; also: potency is read from the fitted curve at half-maximal effect; nearly all actives have a fitted effect of over 70% in size; inactives centre near 23
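HP1-beta protein (50 nM final) preincubated 30 min at room temperature with biotinylated H3(1-18)K9me3 peptide (50 nM) in PBS pH 7.4, 0.01% Tween-20, then compound added for 30 min. AlphaScreen streptavidin donor/nickel chelate acceptor beads (10 ug/mL final), 30 min dark, luminescence read.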
JMJD2A Tudor = blocks the human JMJD2A Tudor domain; AlphaScreen JMJD2A-Tudor / H3K4me3 peptide binding; Potency, µM (titrated, usually from 114 µM), for inactives: at the top dose activity change, negative = inhibition, hits mostly inhibitors; 390,000 compounds, 4.4% hits; O75164; also: potency is read from the fitted curve at half-maximal effect; % is scaled to controls: 0 for no effect and ±100 for the full control effect; nearly all actives have a fitted effect of over 50% in size
Active calls of the source: *; i = inactive; ? = inconclusive; · = not tested or not shown; & = joins results of further samples; [ ] = remark or other dose. Unless noted, calls follow the shape of the dose curve; as a rule, active = well fitted curve in the direction sought with a large enough effect; inconclusive = small, poorly fitted or top-dose-only effect, or another doubt; inactive = no such curve, though single readings can be large; an effect the other way counts as inactive or inconclusive.

Screens in order – G9a block	BAZ2B inh	Pin1 inh	JMJD2A Tudor	PGK inhibitor	GLS inhibitor	HP1b chromo inh	PI4K2A inh	ERG Ets-DNA blk
> CCc1ccc(-n2c(N3CCN(c4cccc(C)c4C)CC3)nc3ccccc3c2=O)cc1
    7%[59 µM]	·	-2%	-7%	-2%	1%	26%	-4	-1%
> CCOC(=O)c1cnc2ccc(OCC)cc2c1N(C)Cc1ccccc1
    -2%[59 µM]	34%	0%	38%[activator]	-6%	-10%	83%[activator]	-3	-20%
> CCCCN(CC(=O)NC(C)(C)C)C(=O)C(=O)Nc1ccc2c(c1)OCCO2
    ·	-15%	1%	-7%	-8%	26%	8%	-25	10%
> COc1ccc(/C=N/NC(=O)c2nn(-c3ccc(Cl)cc3)c(=O)c3c(N)scc23)cc1
    ?	-32%	?	-26%	1%	15%	-15%	?	2%
> CC1CCN(CCC(=O)NN)CC1
    -1%	·	2%	-6%	9%	-5%	29%	6	-2%
> Cc1cccc(N(C)C(=O)c2cc(S(=O)(=O)N3CCCCC3)c[nH]2)c1
    4%	-3%&-15%	0%&5%	-14%&-1%	-8%&0%	-9%&3%	40%&30%[activator]	3&-4	-16%&3%
> CCOC(=O)N1CCN(C(=O)c2ccc(Cl)nc2)CC1
    2%[12.7 µM]	2%	2%	-13%	-7%	1%	27%	0	-11%
> O=C(O)/C=C/c1cccnc1
    16%[59 µM]	-3%	-9%	-3%	i	-10%	27%	7	14%
> NC(=O)/C=C\c1cn(-c2ccccc2)nc1-c1ccc2c(c1)OCCO2
    7%[59 µM]	-11%	16%	-25%	i	17%	4%	-1	-6%
> Cc1ccc(-c2cc(C(F)(F)F)c(C#N)c(SCC(=O)Nc3ccccc3F)n2)cc1
    11%[59 µM]	1%	?	7%	-1%	-12%	42%[activator]	-6	2%
> COc1cc(S(=O)(=O)N2CCN(c3ccccc3)CC2)ccc1Cl
    20%	-4%	5%	-11%	-5%	11%	11%	3	·
> COc1cccc(CCNC(=O)c2c(O)nc3cc(C)ccn3c2=O)c1
    6%[59 µM]	5%	14%	-20%	-5%	-1%	8%	-1	1%
> Cc1cc(C)n(-c2ccc(C(=O)OCC(=O)Nc3ccccc3F)cc2)n1
    ·	·	8%	-17%	i	-2%	35%[activator]	-4	-3%
> Cc1cc(=O)n(C)c(=O)n1CC(=O)N1CCCCCC1
    -11%[2.33 µM]	-2%	-3%	5%	8%	6%	40%[activator]	0	9%
> CCCCn1nnc(NC(=O)CCC)n1
    5%[12.7 µM]	-6%	-5%	-6%	-4%	12%	23%	0	2%
> Cc1ccc2nc(COC(=O)c3cnccn3)cc(=O)n2c1
    ·	·	-3%	-14%	-6%	1%	13%	-3	5%
> CCCCn1c(N)c(N(CCOC)C(=O)COC(=O)CSc2cc(C)c3ccccc3n2)c(=O)[nH]c1=O
    -6%[2.33 µM]	9%	-4%	3%	-5%	-2%	19%	-3	1%
> O=C(CN1CCN(Cc2ccccc2)CC1)NNC(=O)c1ccc(Cl)cc1
    50µM*	13%	-6%	-6%	6%	5%	17%	3	-9%
> COc1ccc(C2C(C)C3(O)CC(C#N)(C(=O)N3)C2(C#N)C#N)cc1 (stereo unspecified)
    -4%	-5%	1%	-8%	i	1%	41%[activator]	1	-11%
> O=C(COc1cccnc1[N+](=O)[O-])N1N=C(c2ccc(Cl)cc2)CC1c1ccco1 (stereo unspecified)
    -31%	-10%	3%	-36%	9%	-4%	13%	2	-1%
> Cc1ccc(N2CCN(C(=O)NC3CCCCC3)CC2)c(C)c1
    63%[activator]	-22%	-7%	-9%	-4%	7%	40%	-3	1%
> COc1ccc(C(=O)NC2CC2)cc1OC1CCN(Cc2ccc(F)c(F)c2)CC1
    30%	-15%	0%	-8%	5%	-7%	28%	0	0%
> O=C(CCN1C(=O)/C(=C/c2ccccc2Cl)SC1=S)N1CCCC1
    13%	25µM*	-2%	?	-3%	-20%	?	-5	17%
> C=CCn1c(SCc2csc(-c3ccc(C)cc3)n2)nnc1-c1ccccc1OC
    32µM*	2%	4%	?	-3%	2%	11%	3	2%
> Cc1cc(=O)[nH]c(SCCOc2cccc(C(F)(F)F)c2)n1
    -6%[59 µM]	-1%	0%	-9%	·	-8%	22%	0	·
> Cc1ccc(NS(=O)(=O)c2ccc(-n3cccn3)cc2)cc1F
    0%[0.0925 µM]	1%	-5%	-17%	7%	7%	19%	-3	-8%
> O=C(COc1ccccc1Cl)NCc1ccncc1
    18%	-21%	-1%	-4%	3%	1%	41%[activator]	-2	-18%
> Cc1cc(C)cc(Oc2nc3c(C)cccn3c(=O)c2/C=C(\C#N)c2nc3ccccc3s2)c1
    -49%[59 µM]	-3%	?	-8%	15%	3%	46%[activator]	-13	-9%
> CCC(C)(C)NC(=O)C(c1ccc(OC)cc1)N(CCOC)C(=O)CCC(=O)Nc1nccs1 (stereo unspecified)
    ·	-6%	3%	4%	2%	-5%	20%	-5	2%
> CC(=O)Nc1cccc(NC(=O)CSc2nnc(Cc3cccn3C)n2-c2ccc(F)cc2)c1
    ?	?	-1%	?	-8%	3%	-14%	2	-2%
> Cc1ccc(NC(=O)CN2CCN(CCN=CC3=C(O)CC(C)(C)CC3=O)CC2)cc1
    ?	0%	-6%	13%	-10%	-4%	62%[activator]	4	-10%
> O=C(OCC(=O)N1CCc2ccccc21)c1ccc(Br)o1
    ·	·	-3%	-10%	i	-11%	46%[activator]	5	3%
> O=C(NNC(=S)Nc1ccc(Cl)cc1)c1cccs1
    25µM*	-4%	9%	-27%	3%	22%	17%	3	-8%
> CSCCC(NC(=O)c1ccccc1)C(=O)N1CCN(Cc2ccc(Cl)cc2)CC1 (stereo unspecified)
    11%[0.501 µM]	-25%	8%	-23%	-2%	4%	0%	0	2%
> COc1ccc(N2CCN(C(=O)COC(=O)[C@@H](NC(=O)c3ccccc3Cl)C(C)C)CC2)cc1
    ·	·	-11%	-18%	1%	11%	15%	1	-5%
> O=C(COC(=O)CC1CCCC1)Nc1cc2c(cc1Cl)C(=O)c1ccccc1C2=O
    ?	56µM*	-4%	56µM*	-6%	-10%	-26%	0	-1%
> NC(=O)CCN1CCN(Cc2cn[nH]c2-c2cccc3ccccc23)CC1
    8%	-2%	50%[activator]	-10%	-4%	-2%	33%	1	-5%
> CCN(CC)S(=O)(=O)c1cccc(NC(=O)c2ccc(S(=O)(=O)N3CCCC3)cc2)c1
    ·	·	9%	-24%	i	-4%	43%	-2	8%
> CCOC(=O)N1CCc2c(sc(NCc3cccs3)c2C(=O)Nc2cc(OC)ccc2OC)C1
    1.6µM*	-38%	0%	3.2µM*	-3%	-2%	?	-29	-2%
> Cc1ccc2[nH]c3c(=O)n(CCN4CCNCC4)cnc3c2c1
    -36%[59 µM]	7%	1%	-17%	6%	6%	15%	-2	-2%
> O=C(CN1C(=O)S/C(=C\c2ccccc2Cl)C1=O)NC1C=CS(=O)(=O)C1 (stereo unspecified)
    25%	-14%	0%	-7%	-8%	-4%	41%[activator]	-2	14%
> CN1CCN(C(=O)CCN2C(=O)/C(=C\c3ccc(Cl)cc3Cl)SC2=S)CC1
    ·	?	34%[activator]	16µM*	-4%	-4%	?	0	30%
> COc1ccc(C(C(=O)Nc2ccc(C(C)C)cc2)N(C)C(=O)CNC(C)=O)cc1 (stereo unspecified)
    -8%	0%	0%	-25%	-9%	0%	0%	3	5%
> CCn1cc(C2=NCCO2)c2ccccc21
    15%	-1%	5%	-5%	8%	1%	46%[activator]	2	-2%
> Cc1cc(-c2cc(C(=O)NC3CCCC3)on2)nc(NCC2CC2)n1
    -5%[12.7 µM]	7%	-1%	-8%	-10%	11%	40%[activator]	-2	2%
> CCN(CC)S(=O)(=O)c1ccc(N2CCOCC2)c(NS(=O)(=O)c2cc(C(C)(C)C)ccc2C)c1
    10µM*	1%	21%	?	-2%	-3%	?	-2	1%
> CC(C)(C)N1CC2([N+](=O)[O-])CN(C(C)(C)C)CC([N+](=O)[O-])(C1)C2
    12%[2.33 µM]	1%	-6%	-3%	2%	2%	48%[activator]	-4	-4%
> COc1ccc(C=O)cc1OC(=O)N1CCOCC1
    -9%	-1%	-1%	-4%	-8%	-12%	28%	-1	-3%
> CCCC[C@@H]1CN=C(N)N1CCc1cc(C(F)(F)F)cc(C(F)(F)F)c1
    -5%[12.7 µM]	6%	7%	-12%	1%	3%	35%	-7	18%
> CCn1c(Cc2ccccc2)nnc1SCC(=O)Nc1ccc2c(c1)OCCO2
    20%[12.7 µM]	13%	-2%	-17%	3%	2%	20%	2	-2%
> COc1ccccc1NC(=S)NN=C(C)c1ccccn1
    ·	·	1%	?	i	18%	?	-13	·
> C/C(=C\C=C\c1ccccc1)C(=O)c1c(C)cc(C)[nH]c1=O
    ?	·	8%	-26%	-1%	-3%	34%	3	0%
> CN1CCN(CC(=O)Nc2cc(S(=O)(=O)N3CCOCC3)ccc2Cl)CC1
    0%[0.501 µM]	7%	-4%	2%	-2%	0%	25%	-1	2%
